From PubChem BioAssay
CF NFkB inh: cystic fibrosis NF-kB activation inhibition; inhibition, % at 5 µM; KKLEB NF-kB-GFP reporter, PAF-induced, GFP fluorescence overnight; 360,000 tested, 0.86% active; AID 588850;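 active means at least 50% inhibition at 5 µM, scaled per plate between neutral and stimulator controls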;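 further: PAF is a Pseudomonas aeruginosa culture filtrate used as stimulus; plate controls were PAF-stimulated DMSO wells for no effect and unstimulated DMSO wells for full effect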
NR2E3 ag-1: agonists of human nuclear receptor NR2E3. Q9Y5X4. GST-NR2E3/biotin-RetCOR TR-FRET, 1536-well. inhibition of corepressor binding, % at 4.78 µM. 320,000 tested, 0.12% active. AID 2300;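 active means percent inhibition above the cutoff of mean plus 3 SD of all tested compounds, set per screening campaign, cut at about 20% in these data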;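 further: 0% = DMSO wells and 100% = biotin wells as full block of FRET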
Target sequence (Q9Y5X4 whole entry, looked up): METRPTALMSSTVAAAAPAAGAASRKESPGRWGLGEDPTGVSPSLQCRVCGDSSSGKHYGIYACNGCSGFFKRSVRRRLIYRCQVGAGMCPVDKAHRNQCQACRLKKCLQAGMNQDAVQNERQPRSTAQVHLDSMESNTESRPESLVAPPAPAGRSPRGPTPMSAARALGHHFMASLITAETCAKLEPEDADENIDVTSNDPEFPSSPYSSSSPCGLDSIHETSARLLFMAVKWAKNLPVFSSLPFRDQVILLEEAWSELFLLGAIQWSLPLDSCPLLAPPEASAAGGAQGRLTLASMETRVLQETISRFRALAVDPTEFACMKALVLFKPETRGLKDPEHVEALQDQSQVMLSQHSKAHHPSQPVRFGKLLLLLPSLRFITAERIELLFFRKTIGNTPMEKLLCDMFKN
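Test system – NR2E3–RetCOR corepressor complex · Quantity – NR2E3 fusion 1.35 nM · Buffer or medium – Tris pH 7.5 · Incubation – Compound–protein incubation for 5 h at 4 °C · Technique – TR-FRET, Eu(K)-anti-GST donor, streptavidin-D2 acceptor, ex 340, em 617/671 nm · Evaluation – percent inhibition of 671/617 nm emission ratio versus biotin and DMSO controls · Plate – 1536-well format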
Peg3 promoter: reduces Peg3 promoter-driven luciferase expression in HeLa; HeLa PEG-Prom luciferase reporter, luminescence, overnight; inhibition, % at 20 µM; 360,000 tested, 1.7% active;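 active means inhibition of at least 50% at 20 µM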
PDI inh: inhibitors of human protein disulfide isomerase | P07237 | PDI insulin aggregation turbidity, A650, 90 min | inhibition, % at 10 µM | 350,000 tested, 0.052% active | AID 588391;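 active means mean inhibition across replicates of 30% or more, whatever share of single replicates reach that level; inconclusive means mean inhibition below 30% while every single replicate reaches 30%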;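 further: absorbance from insulin aggregation driven by PDI reduction with DTT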
Target sequence (P07237 whole entry, looked up): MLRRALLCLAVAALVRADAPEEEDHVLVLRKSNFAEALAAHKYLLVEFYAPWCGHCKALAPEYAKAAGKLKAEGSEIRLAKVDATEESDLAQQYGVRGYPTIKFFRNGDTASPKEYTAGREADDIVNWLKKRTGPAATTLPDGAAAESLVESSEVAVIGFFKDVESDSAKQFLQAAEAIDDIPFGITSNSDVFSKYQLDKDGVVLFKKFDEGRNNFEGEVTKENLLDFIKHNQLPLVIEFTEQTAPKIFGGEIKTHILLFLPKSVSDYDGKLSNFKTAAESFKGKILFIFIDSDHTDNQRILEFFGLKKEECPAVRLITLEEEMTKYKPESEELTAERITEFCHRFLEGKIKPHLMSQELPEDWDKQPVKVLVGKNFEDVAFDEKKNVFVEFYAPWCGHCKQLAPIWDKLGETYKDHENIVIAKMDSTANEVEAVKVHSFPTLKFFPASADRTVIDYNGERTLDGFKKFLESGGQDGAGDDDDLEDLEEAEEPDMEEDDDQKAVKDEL
KKLEB tox: reduces viability of KKLEB cystic fibrosis airway cells | 360,000 tested, 0.36% active | activity change (cytotoxicity), % at 5 µM | KKLEB CF airway cells viability, ATPlite luminescence, overnight; active compounds read low; cells stimulated with P. aeruginosa culture filtrate;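 active means corrected activity change at or below -50% at 5 µM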
NR2E3 ag-2: agonists of human NR2E3 nuclear receptor | Q9Y5X4 | CHO-S Gal4-NCOR/VP16-NR2E3 two-hybrid, luciferase | inhibition of corepressor binding, % at 3.98 µM | 360,000 tested, 0.35% active | AID 602229;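 active means inhibition above the mean of all tested compounds plus 3 SD, cut at about 70% in these data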;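 further: 0% = DMSO with NR2E3 transfected cells and 100% = cells lacking NR2E3 construct; higher means lower luciferase signal from less NR2E3 corepressor binding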
CaV13 FRET inh: Disruptors of the CACNA1D IQ motif to Ca2+-dependent inactivation inhibitor domain association, primary screening, Förster resonance energy transfer in intact living … | 340,000 tested, 0.098% active | HEK cells, CFP/YFP FRET ICDI-IQ, plate reader, 10 min; percent FRET-ratio fall versus neutral wells | inhibition, % at 12.3 µM;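 active means mean replicate inhibition of at least 30% and at least 1% of replicates passing that level; inconclusive means only one of the two criteria is met; inactive means neither criterion is met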;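 further: 0% = median of the neutral control wells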
Shn3 3UTR inh: Schnurri-3 reporter inhibition in Clone20 osteoblasts | inhibition, % at 12.5 µM | Clone20 osteoblast Shn3 3'UTR firefly luciferase, 24 h | AID 588674 | 360,000 tested, 0.52% active;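 active means mean inhibition of at least 75% with every replicate also reaching 75%; inconclusive means mean inhibition at least 75% but some replicate below; inactive means mean inhibition below 75%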;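 further: 0% = median of neutral control wells and 100% = pilot-screen positive control compound; some compounds past the cut are filed as inactive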
TRPM1 prom inh: inhibitors of MITF-driven TRPM1 promoter in melanoma cells. 330,000 tested, 0.83% active. inhibition, % at 12.5 µM. SK-MEL-5 TRPM1 promoter luciferase, 24 h;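 active means mean inhibition across replicates of 60% or more, whatever share of single replicates reaches that level; inconclusive means some that reach 60%, reason not given; inactive means mean inhibition across replicates below 60%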; further: values of inactives mirror those of a sister screen read the other way
Vif imaging: inhibitors of HIV Vif | HEK293T cells, Vif self-association by quenched fluorescence, imaging, 24 h | inhibition, % at 7.49 µM | 340,000 tested, 0.35% active; in the data active means inhibition above about 50%, passing the limit was not always enough; inconclusive means no clear call, values can overlap the other calls; inactive means below about 31%; further: some results filed as inactive read as strong as hits
HIF-2a inh: blocks HIF-2a reporter activity. AID 624352. inhibition, % at 18.8 µM. 786-0 RCC cells HIF-2a reporter, luciferase luminescence, overnight. 360,000 tested, 0.72% active;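 active means inhibition of the luminescence signal of 40% or more relative to plate controls, in a single-dose primary screen at 18.75 µM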
* marks the source's active call; other numbers are inactive results; i = inactive; ? = inconclusive; / = not tested or not shown.

no.	SMILES	CF NFkB inh	NR2E3 ag-1	Peg3 promoter	PDI inh	KKLEB tox	NR2E3 ag-2	CaV13 FRET inh	Shn3 3UTR inh	TRPM1 prom inh	Vif imaging	HIF-2a inh
1	CC(Oc1ccc(C(=O)NC2CCCCC2)cc1)C(=O)O (stereo unspecified)	10	1	10	-2	4	-24	-6	-1	-2	-2	5
2	O=C(O)c1cccc(NC(=O)c2cc(S(=O)(=O)N3CCOCC3)cs2)c1	-6	-1	1	0	0	4	-5	0	-6	3	19
3	CCCCn1c(N)c(N(CCOC)C(=O)C2CC(=O)N(Cc3ccc(C)cc3)C2)c(=O)[nH]c1=O (stereo unspecified)	-12	-2	6	0	5	-3	-2	-9	-1	/	14
4	Cc1cc(C(=O)NC(C)Cc2ccccc2)cc(C)c1[N+](=O)[O-] (stereo unspecified)	16	7	-11	5	-6	-9	-4	-1	6	1	-20
5	C=CCN1C(=O)C(CC(=O)Nc2ccc(OC)cc2)N(Cc2ccco2)C1=S (stereo unspecified)	6	1	18	-5	-1	7	-4	12	-1	-4	14
6	COc1ccc(CNC(=O)CCCC(=O)n2nc(C)c3ccccc32)cc1	10	0	-18	7	-1	-11	-14	-4	4	-4	5
7	Nc1nc(CN2CCN(c3ccccc3F)CC2)nc(N2CCCc3ccccc32)n1	-1	-1	9	5	-7	-29	4	3	-7	11	23
8	Cc1cccc(N2C(=O)C(Oc3ccc(Cl)cc3Cl)C2C=O)c1C (stereo unspecified)	22	-2	69*	-2	-45	-23	-17	-6	13	-5	-44
9	CC(=O)Nc1ccc(S(=O)(=O)N2CCC(C(=O)NCCc3ccc(Cl)cc3)CC2)cc1	-10	/	-37	-3	-1	7	-18	-15	-7	24	15
10	Cc1cccc2cc(CN(Cc3cccs3)S(=O)(=O)c3ccc4c(c3)OCCO4)c(=O)[nH]c12	9	-2	-1	-3	-4	10	-5	7	1	-1	4
11	O=C(/C=C/c1ccc2c(c1)OCO2)c1ccco1	14	3	-119	7	10	-27	-9	-22	-22	10	-78
12	CC(=O)Nc1ccc(C(=O)N2CCCC2)cc1	1	0	3	6	4	-15	-4	-7	6	-4	7
13	CC(NC(c1ccccc1)c1ccccc1)C(=O)N1CCCc2ccccc21 (stereo unspecified)	-9	0	37	-3	7	17	-4	20	-1	-4	18
14	Cc1cc(C)n2nc(SC(C)C(=O)Nc3ccc(Cl)cn3)nc2n1 (stereo unspecified)	-14	4	8	-7	-11	-6	-2	-2	3	-7	-1
15	Cc1ccc(OCC(=O)OCC(=O)NC2CC2)cc1C	-2	2	-4	-10	11	13	-2	-8	1	-4	1
16	COCCNC(=O)c1cc2c(c(-c3cccc(-c4cc5ccccc5o4)c3)n1)[C@@H](CCO)N(S(=O)C(C)(C)C)C2 (stereo partly specified)	2	/	-79	/	-18	5	-8	-9	/	/	-67
17	COc1ccccc1N1CCN(CCC(=O)Nc2ccc(F)cc2)CC1	-20	0	19	15	-3	-12	-4	10	5	-3	16
18	COc1cccc(NC(=S)N2c3ccccc3CC2C)c1 (stereo unspecified)	3	1	-18	8	12	1	-6	12	21	2	-84
19	CCN(CC)c1ccc(/C=C(/C#N)C(=O)NC(C)C)o1	-12	-9	-55	4	5	-14	?	-31	-15	i	-133
20	COc1cccc(-c2cc(C(=O)Nc3c(C)nn(Cc4ccccc4C)c3C)no2)c1	-2	1	4	14	-9	14	-4	30	-8	-25	-2
21	O=C(NCc1cccs1)c1ccc2sc(C3=C[C@@H](O)[C@@H](O)[C@@H](CO)O3)nc2c1	-2	/	-13	0	-6	-3	-6	0	/	3	-9
22	COc1ccc(NC(=O)CSc2ccc3c(c2)OCCO3)cc1OC	-2	-3	14	2	3	-30	-1	14	-4	-8	-3
23	COc1cc(S(=O)(=O)N2CCOCC2)ccc1NC(=O)COC(=O)COc1ccccc1	0	0	-2	-6	-4	-13	7	14	-5	0	14
24	Cc1nc(SCC(=O)Nc2cc(C(N)=O)cc(C(N)=O)c2)c2c(C)c(C)sc2n1	8	14	20	-2	-20	-67	-5	4	14	-18	16
25	CS(=O)(=O)N(CC(=O)Nc1ccc(F)cc1F)C1CCCCC1	-7	0	8	4	-8	-5	-4	4	9	-1	19
26	COc1cc(-c2nc(CN3CCCN(C(=O)c4ccco4)CC3)c(C)o2)ccc1F	-6	5	1	0	10	-15	-5	1	22	-3	5
27	COc1ccc(OC)c(C2/C(=C(\O)c3ccc4c(c3)OCCO4)C(=O)C(=O)N2CC2CCCO2)c1 (stereo unspecified)	-7	9	14	4	5	-23	-5	-7	4	7	10
28	C=C1CCN([C@@H](Cc2ccccc2)C(=O)Nc2ccc(OC)cc2)S(=O)(=O)c2ccccc21	12	-1	16	-2	-2	-12	-5	-3	-3	-7	0
29	NS(=O)(=O)c1cccc2c1c([N+](=O)[O-])cc1nc(O)c(O)nc12	2	2	-2	0	-4	-51	0	-4	6	-9	8
30	COC(=O)c1c(-c2ccccc2)csc1NC(=O)CSc1ncnc2sc(C)c(C)c12	24	-5	15	20	-7	-2	0	17	14	-9	21
31	CC1=C(C(=O)OCC2CCCO2)C(c2ccc(Cl)cc2)NC(=O)N1 (stereo unspecified)	2	0	-10	2	-2	-2	/	-5	8	-3	22
32	CCC(C)OC(=O)C1=C(C)NC2=C(C(=O)C(C(=O)OC)C(C)C2)C1c1ccc(N(C)C)cc1 (stereo unspecified)	5	3	-1	-6	0	3	-4	-1	4	-6	-48
33	CN1CCN(NC(=O)c2cn(-c3ccccc3)nc2-c2ccc(OC(F)F)cc2)CC1	15	1	5	-2	-9	-7	7	12	-1	5	7
34	CC(NC(=O)C1CCC(C(=O)NC(C)c2ccccc2)CC1)c1ccccc1 (stereo unspecified)	-6	1	4	-9	-4	-18	-19	-6	5	1	4
35	COc1ccc(NC(=S)NC(=O)C2CCC2)cc1	-7	2	-122	5	19	-40	-6	-119	-30	-3	-152
36	CC1(C)CC=C(NNC(=O)c2cccnc2)C(=O)C1	3	0	18	-1	1	-10	-6	-1	2	1	20
37	COc1ccc(-c2cc([C@H]3[C@H]4C=CC[C@@H](C)[C@@H]4C(=O)N3Cc3ccccc3)ccc2F)cc1OC	30	2	-93	-3	-25	-25	-12	-10	-51	-2	-62
38	O=C(COc1ccccc1)N(CCc1ccccc1)c1nc(-c2ccc(F)cc2)cs1	2	-2	-17	7	-3	-9	-3	15	4	11	-2
39	COc1ccc(C2CCc3cc4c(cc3C2=NO)OCO4)cc1OC (stereo unspecified)	9	/	13	-13	4	67	-10	15	/	/	15
40	Cc1ccc(-n2c(C)cc(/C=N/NC(=O)c3ccncc3)c2C)c(C)c1	-18	2	10	-1	-5	9	-5	-31	9	-2	-6
41	CCc1nc2c(OCC(=O)c3ccc(F)cc3)cccn2c1N(C)C(=O)c1cccs1	-3	/	-89	-4	6	37	-6	8	/	9	-1
42	Cn1c(=O)n(Cc2ccccc2)c(=O)c2c1nc1n2CCCN1CCc1ccccc1	6	2	38	4	-8	-27	/	21	0	-4	14
43	COc1ccc(N2CCN(c3c(S(=O)(=O)c4ccccc4)cnc4ccc(OC)cc34)CC2)cc1	4	2	26	-1	3	-17	-5	-5	-2	-4	17
44	O=C(CSc1ncnc2sccc12)Nc1ccccc1	-20	0	-24	-3	-2	8	7	-5	0	-5	-60
45	CCOC(=O)c1c(NC(=O)C2C3CCC(O3)C2C(=O)O)sc(C)c1-c1ccc(C)cc1 (stereo unspecified)	-14	4	12	-1	13	-17	-1	6	-3	-2	27
46	O=C(/C=C/c1cccc(Cl)c1)NNC(=O)c1ccncc1	-17	0	21	-20	-8	17	-6	3	4	37	19
47	Cc1ccc(S(=O)(=O)/N=C(\N)Nc2nc(C)c3cc(C)ccc3n2)cc1	-24	2	-26	-1	9	-19	-4	8	-16	23	-116
48	CCOc1cc(/C=C2/N=C(c3ccc(C(C)(C)C)cc3)OC2=O)cc(Cl)c1OS(C)(=O)=O	-1	3	20	-17	8	13	-5	-5	6	4	9
49	O=C(Nc1ccc(S(=O)(=O)Nc2ncccn2)cc1)c1cncc(Br)c1	20	-1	9	-11	-8	8	-16	-12	-9	27	16

From compound 1 up to 10, copied from above:
no.	SMILES	CF NFkB inh	NR2E3 ag-1	Peg3 promoter	PDI inh	KKLEB tox	NR2E3 ag-2	CaV13 FRET inh	Shn3 3UTR inh	TRPM1 prom inh	Vif imaging	HIF-2a inh
1	CC(Oc1ccc(C(=O)NC2CCCCC2)cc1)C(=O)O (stereo unspecified)	10	1	10	-2	4	-24	-6	-1	-2	-2	5
2	O=C(O)c1cccc(NC(=O)c2cc(S(=O)(=O)N3CCOCC3)cs2)c1	-6	-1	1	0	0	4	-5	0	-6	3	19
3	CCCCn1c(N)c(N(CCOC)C(=O)C2CC(=O)N(Cc3ccc(C)cc3)C2)c(=O)[nH]c1=O (stereo unspecified)	-12	-2	6	0	5	-3	-2	-9	-1	/	14
4	Cc1cc(C(=O)NC(C)Cc2ccccc2)cc(C)c1[N+](=O)[O-] (stereo unspecified)	16	7	-11	5	-6	-9	-4	-1	6	1	-20
5	C=CCN1C(=O)C(CC(=O)Nc2ccc(OC)cc2)N(Cc2ccco2)C1=S (stereo unspecified)	6	1	18	-5	-1	7	-4	12	-1	-4	14
6	COc1ccc(CNC(=O)CCCC(=O)n2nc(C)c3ccccc32)cc1	10	0	-18	7	-1	-11	-14	-4	4	-4	5
7	Nc1nc(CN2CCN(c3ccccc3F)CC2)nc(N2CCCc3ccccc32)n1	-1	-1	9	5	-7	-29	4	3	-7	11	23
8	Cc1cccc(N2C(=O)C(Oc3ccc(Cl)cc3Cl)C2C=O)c1C (stereo unspecified)	22	-2	69*	-2	-45	-23	-17	-6	13	-5	-44
9	CC(=O)Nc1ccc(S(=O)(=O)N2CCC(C(=O)NCCc3ccc(Cl)cc3)CC2)cc1	-10	/	-37	-3	-1	7	-18	-15	-7	24	15
10	Cc1cccc2cc(CN(Cc3cccs3)S(=O)(=O)c3ccc4c(c3)OCCO4)c(=O)[nH]c12	9	-2	-1	-3	-4	10	-5	7	1	-1	4
